Screening data deposited in PubChem by several laboratories.
Peg3 promoter: Peg3 promoter-driven luciferase inhibitors, primary screen, cell-based, HeLa, luciferase luminescence | HeLa PEG-Prom luciferase reporter, overnight | inhibition, % at 20 µM | actives 1.7% (n = 360,000) | AID 588405, 2011;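 active = inhibition of at least 50% at 20 µM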
NR2E3 ag-1: inhibitors of NR2E3-RetCOR corepressor binding, primary screen, NR2E3 agonist project, biochemical, TR-FRET, GST-NR2E3, biotin-RetCOR; Photoreceptor-specific nuclear receptor (Homo sapiens), Q9Y5X4; 1536-well; inhibition of corepressor binding, % at 4.78 µM; actives 0.12% (n = 320,000); AID 2300, 2010;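 active = percent inhibition above the cutoff of mean plus 3 SD of all tested compounds, set per screening campaign, cut at about 20% in these data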;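 also: 0% = DMSO wells and 100% = biotin wells as full block of FRET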
Target sequence (Q9Y5X4 whole entry, looked up): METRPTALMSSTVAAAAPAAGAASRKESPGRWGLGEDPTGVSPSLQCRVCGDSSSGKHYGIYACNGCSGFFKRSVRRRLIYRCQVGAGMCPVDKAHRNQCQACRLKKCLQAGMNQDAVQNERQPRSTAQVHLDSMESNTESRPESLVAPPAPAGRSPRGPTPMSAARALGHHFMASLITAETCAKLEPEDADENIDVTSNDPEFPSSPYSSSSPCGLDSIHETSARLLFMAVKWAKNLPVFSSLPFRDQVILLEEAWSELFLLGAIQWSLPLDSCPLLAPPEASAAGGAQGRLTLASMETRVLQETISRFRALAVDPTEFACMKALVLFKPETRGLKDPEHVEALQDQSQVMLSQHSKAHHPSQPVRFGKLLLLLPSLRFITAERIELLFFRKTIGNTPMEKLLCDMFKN
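Material – GST-tagged NR2E3 plus biotinylated RetCOR corepressor · Quantity – NR2E3 fusion 1.35 nM · Times – 5 h incubation at 4 °C · Medium – pH 7.5 Tris-based buffer · Technique – TR-FRET, Eu(K)-anti-GST donor, streptavidin-D2 acceptor, ex 340, em 617/671 nm · Benchmarks – high control biotin, low control 0.6% DMSO · Format – 1536-well plates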
Vif inh: HIV Vif self-association inhibitors, primary screen, imaging, HEK293T, single point | HEK293T cells, Vif self-association by quenched fluorescence, 24 h | inhibition, % at 7.49 µM | actives 0.35% (n = 340,000) | AID 602346, 2012; in the data active = inhibition above about 50%, passing the limit was not always enough; inconclusive = no clear call, values can overlap the other calls; inactive = below about 31%; also: some results filed as inactive read as strong as hits
Shn3 inh set2: reduction of Shn3 3'UTR firefly luciferase signal, primary screen, Schnurri-3 inhibitor project, cell-based, Clone20 osteoblasts, set 2. Clone20 osteoblast Shn3 3'UTR firefly luciferase, 24 h. inhibition, % at 12.5 µM. actives 0.52% (n = 360,000). AID 588674, 2011;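 active = mean inhibition of at least 75% with every replicate also reaching 75%; inconclusive = mean inhibition at least 75% but some replicate below; inactive = mean inhibition below 75%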;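 also: 0% = median of neutral control wells and 100% = pilot-screen positive control compound; some compounds past the cut are filed as inactive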
CF NFkB inh: inhibitors of PAF-induced NF-kB signaling, primary screen, cell-based, GFP fluorescence, uHTS | inhibition, % at 5 µM | KKLEB NF-kB-GFP reporter, GFP fluorescence overnight | actives 0.86% (n = 360,000);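 active = at least 50% inhibition at 5 µM, scaled per plate between neutral and stimulator controls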;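 also: PAF is a Pseudomonas aeruginosa culture filtrate used as stimulus; plate controls were PAF-stimulated DMSO wells for no effect and unstimulated DMSO wells for full effect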
TRPM1 prom inh: inhibitors of MITF-dependent TRPM1 promoter reporter, primary screen, cell-based, SK-MEL-5, single point, luciferase | actives 0.83% (n = 330,000) | SK-MEL-5 TRPM1 promoter luciferase, 24 h | AID 488899, 2010 | inhibition, % at 12.5 µM;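 active = mean inhibition across replicates of 60% or more, whatever share of single replicates reaches that level; inconclusive = some that reach 60%, reason not given; inactive = mean inhibition across replicates below 60%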; also: values of inactives mirror those of a sister screen read the other way
HIF-2a inh: HIF-2a reporter inhibitors, primary screen, luminescence, 786-0 RCC cells | actives 0.72% (n = 360,000) | inhibition, % at 18.8 µM | AID 624352, 2012 | 786-0 RCC cells HIF-2a reporter, luciferase luminescence, overnight;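 active = inhibition of the luminescence signal of 40% or more relative to plate controls, in a single-dose primary screen at 18.75 µM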
KKLEB cytotox: cytotoxicity in KKLEB CF airway cells, primary screen, cytotoxicity control for CF NF-kB inhibitor project, cell-based, uHTS, fluorescence assay plates; activity change (cytotoxicity), % at 5 µM; KKLEB CF airway cells viability, ATPlite luminescence, overnight; active compounds read low; cells stimulated with P. aeruginosa culture filtrate; actives 0.36% (n = 360,000);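 active = corrected activity change at or below -50% at 5 µM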
PDI inh: inhibitors of human PDI, primary screen, biochemical, turbidity, single point, plate reader; Protein disulfide-isomerase (Homo sapiens), P07237; PDI insulin aggregation turbidity, A650, 90 min; inhibition, % at 10 µM; actives 0.052% (n = 350,000); AID 588391, 2011;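 active = mean inhibition across replicates of 30% or more, whatever share of single replicates reach that level; inconclusive = mean inhibition below 30% while every single replicate reaches 30%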;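 also: absorbance from insulin aggregation driven by PDI reduction with DTT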
Target sequence (P07237 whole entry, looked up): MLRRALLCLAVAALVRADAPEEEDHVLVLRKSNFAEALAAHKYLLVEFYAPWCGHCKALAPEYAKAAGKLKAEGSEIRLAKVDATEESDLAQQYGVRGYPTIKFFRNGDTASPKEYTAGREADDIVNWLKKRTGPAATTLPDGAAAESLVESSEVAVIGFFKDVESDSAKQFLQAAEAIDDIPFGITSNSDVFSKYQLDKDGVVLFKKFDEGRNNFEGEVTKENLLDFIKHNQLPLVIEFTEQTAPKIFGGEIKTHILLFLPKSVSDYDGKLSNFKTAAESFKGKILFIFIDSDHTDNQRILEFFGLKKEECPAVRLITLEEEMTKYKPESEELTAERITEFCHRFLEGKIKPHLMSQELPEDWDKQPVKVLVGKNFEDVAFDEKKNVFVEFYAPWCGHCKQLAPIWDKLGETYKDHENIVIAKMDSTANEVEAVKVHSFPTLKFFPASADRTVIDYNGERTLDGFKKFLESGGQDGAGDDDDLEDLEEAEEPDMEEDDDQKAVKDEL
CaV13 FRET inh: Disruptors of the CACNA1D IQ motif to Ca2+-dependent inactivation inhibitor domain association, primary screening, Förster resonance energy transfer in intact living …; AID 743397; inhibition, % at 12.3 µM; HEK cells, CFP/YFP FRET ICDI-IQ, plate reader, 10 min; percent FRET-ratio fall versus neutral wells; actives 0.098% (n = 340,000);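 active = mean replicate inhibition of at least 30% and at least 1% of replicates passing that level; inconclusive = only one of the two criteria is met; inactive = neither criterion is met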;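 also: 0% = median of the neutral control wells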
NR2E3 ag-2: NR2E3 agonists in two-hybrid cells, primary screen, cell-based, luminescence, CHO-S, Gal4-NCOR/VP16-NR2E3; AID 602229, 2012; Photoreceptor-specific nuclear receptor (Homo sapiens), Q9Y5X4; actives 0.35% (n = 360,000); inhibition of corepressor binding, % at 3.98 µM; luciferase;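 active = inhibition above the mean of all tested compounds plus 3 SD, cut at about 70% in these data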;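 also: 0% = DMSO with NR2E3 transfected cells and 100% = cells lacking NR2E3 construct; higher means lower luciferase signal from less NR2E3 corepressor binding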
* = called active by the depositor; ? = inconclusive; / = no result given.

SMILES | Peg3 promoter | NR2E3 ag-1 | Vif inh | Shn3 inh set2 | CF NFkB inh | TRPM1 prom inh | HIF-2a inh | KKLEB cytotox | PDI inh | CaV13 FRET inh | NR2E3 ag-2
COc1cc(OC)cc(C(=O)NCC(=O)OCc2ccc(Cl)c(Cl)c2)c1 | 1 | 2 | -4 | 11 | 16 | 14 | -15 | -5 | -1 | -5 | 3
COc1ccc(S(=O)(=O)Nc2nnc(C(C)(C)C)s2)cc1 | -6 | 0 | / | -17 | -6 | -3 | -5 | 6 | -6 | -8 | -6
Cc1ccc(OC(=O)CCC(=O)Nc2ccc(Br)cc2)cc1 | 7 | -1 | -5 | -9 | -6 | 9 | 4 | 8 | -8 | -17 | 6
COc1ccc(-c2cc(C(=O)N(C)Cc3ccc(OC)c(OC)c3OC)c3ccccc3n2)cc1OC | 50* | 0 | -7 | 13 | 27 | 10 | 13 | -18 | -8 | -3 | 1
C/C(=N\Nc1ccccc1)c1cccc(N)c1 | -129 | / | -2 | -15 | 12 | -13 | -97 | -2 | 15 | -21 | -44
CC1(C)Cc2ccccc2C(NNC(=O)c2ccc(Br)o2)=N1 | 18 | -1 | 4 | 15 | -27 | 9 | 9 | 14 | -2 | / | -19
CCOC(=O)C1=C(C(F)(F)F)Nc2ncnn2C1c1cc(OC)ccc1OC (configuration not stated) | 8 | -2 | -6 | -14 | 5 | 4 | 16 | 7 | 6 | -6 | 2
CCc1ccc(-c2nc(CSCC(=O)NCCCN3CCCC3=O)c(C)o2)cc1 | 14 | 0 | 3 | 15 | 0 | 7 | 45* | -11 | 7 | -6 | 71*
NS(=O)(=O)c1ccc(OC(=O)CNC(=O)OCc2ccccc2)cc1 | -1 | -2 | 7 | 5 | 0 | -2 | 10 | 10 | 12 | -4 | 2
CS(=O)(=O)c1ccc(NC(=O)c2cccc(S(=O)(=O)N3CCN(Cc4ccccc4)CC3)c2)cc1 | 30 | -2 | -30 | 44 | 5 | 22 | 24 | -8 | 0 | -5 | 13
COC(=O)NC1(C(=O)O)CCCC1 | 14 | -1 | 1 | -4 | -32 | -7 | 0 | 7 | 0 | -5 | 11
COc1ccccc1Oc1ccc(N/C=C/C(=O)c2ccco2)cc1 | -246 | 1 | 17 | -37 | -13 | -61 | -195 | 1 | -8 | -9 | -100
COc1ccc(CC(=O)O/N=C(\N)Cc2ccc(OC)c(OC)c2)cc1 | 4 | 2 | 2 | 15 | -1 | 3 | -25 | -15 | -3 | -3 | -12
COc1ccc(N(CC(=O)NC2CCCC2)C(=O)c2ccc(N3CCCCC3)nc2)cc1 | 0 | 4 | 5 | 7 | -8 | -2 | 2 | 1 | -3 | -5 | -5
CC1(C)CC(=O)C2=C(C1)NCN(Cc1ccc3c(c1)OCO3)C2 | -4 | -1 | 2 | 9 | -7 | -2 | 12 | 5 | -7 | / | -20
O=C(N/N=C/c1c[nH]c2ccccc12)c1cc(-c2ccc3ccccc3c2)n[nH]1 | -105 | 5 | -2 | -9 | 43 | 9 | -178 | -24 | 1 | -3 | -111
CCn1c(SCc2ccccc2)nc2cc(OC)c(OC)cc2c1=O | 26 | 1 | -4 | 23 | 23 | 9 | -11 | -6 | -8 | 5 | -19
O=C(NCc1cccs1)C(=O)NCC1OCCCN1S(=O)(=O)c1cc(F)ccc1F (configuration not stated) | 4 | -2 | 0 | 3 | 10 | 0 | 9 | 0 | -2 | -6 | -14
COc1ccc(S(=O)(=O)N(C)CC(=O)Nc2ccc(C(F)(F)F)cc2)cc1Cl | 15 | -6 | -8 | 14 | 3 | 2 | 19 | 6 | -1 | -12 | 18
CCOc1ccc(NC(=O)CSc2nnnn2C2CC2)cc1S(=O)(=O)N1CCCC1 | 6 | 3 | 4 | -1 | 22 | 10 | 0 | -6 | 16 | -3 | 11
O=c1/c(=C\c2cccn2-c2ccccc2)sc2nc3ccccc3n12 | -246 | / | / | -59 | -11 | -47 | -96 | 0 | 0 | -5 | -2
Cc1sc2ncnc(NCc3ccco3)c2c1C | 5 | -2 | -15 | 60 | -24 | 2 | -5 | -2 | 2 | -6 | 34
O=C1Nc2ncccc2OC1CCCl (configuration not stated) | 11 | 3 | ? | -15 | -15 | -9 | 16 | -2 | 3 | -4 | -15
COc1ccc(C(=O)Nc2ccc(C(=O)c3ccccc3)cc2)cc1 | -9 | 1 | -5 | 60 | 9 | / | -7 | -4 | 3 | -6 | -17
Cc1cccc(N(C(=O)c2csnn2)C(C(=O)NCc2ccccc2)c2cccs2)c1 (configuration not stated) | -4 | 1 | 4 | 12 | -14 | 7 | 10 | 4 | 13 | -5 | -37
CCn1c(C)nnc1SCC(=O)Nc1ccc(OC)cc1 | -2 | / | 9 | -3 | 11 | / | -6 | 2 | 1 | -11 | -38
COc1ccccc1C(O)(C(=O)NNc1cccc(C)c1)c1ccccc1OC | 12 | 2 | -1 | -17 | -17 | -9 | 12 | 16 | -4 | -7 | -23
CCOC(=O)n1c(=O)n(Cc2ccccc2Cl)c2ccccc21 | 6 | 0 | 25 | 7 | 2 | -3 | 3 | 10 | -3 | / | -19
CC(C)n1c(=NC(=O)c2ccco2)c(C#N)cc2c(=O)n3ccccc3cc21 | 12 | 1 | -21 | -7 | 23 | 7 | 18 | -19 | 7 | / | -2
Nc1cc2c(cc1Cl)-c1ccc([N+](=O)[O-])cc1C2=NO | 16 | / | 11 | -10 | -59 | 3 | -70 | 5 | -2 | -7 | 54
C=CCn1c(SCC(=O)NC(=O)NCc2ccco2)nc2sc(CC)cc2c1=O | 2 | 2 | 7 | 6 | -10 | 10 | 14 | 0 | -2 | / | -8
CC(=O)CCc1ccc(Oc2nc(-c3cccnc3)nc3ccccc23)cc1 | 66* | 1 | 8 | 10 | 35 | -1 | 9 | -18 | 4 | -8 | -6
COc1cccc(CN2CCNC(=O)C2CC(=O)NCCn2cccn2)c1OC (configuration not stated) | 0 | 3 | 3 | 20 | 4 | -1 | 12 | -6 | 1 | -5 | 25
CCCNC(=O)C1CN(S(=O)(=O)c2ccccc2)CCN1S(=O)(=O)c1ccccc1 (configuration not stated) | 8 | 3 | -26 | -14 | 5 | 9 | 4 | 4 | -13 | / | 0
CCOc1ccc(N=Cc2ccc([N+](=O)[O-])cc2)c(O)c1 | -242 | / | 0 | -33 | 19 | / | -236 | -5 | 10 | -6 | -83
Nc1nc(SCC(=O)Nc2cc(Cl)ccc2Cl)n[nH]1 | -6 | / | -2 | -4 | -12 | -8 | 10 | 6 | -5 | -6 | 15
CCOC(=O)C1(CC2CCCCO2)CCN(Cc2nccn2-c2ccc(OC)cc2)CC1 (configuration not stated) | 15 | 1 | -2 | 5 | 6 | -1 | 15 | -9 | -5 | -4 | -23
CCOC(=O)C1=C(CC)Nc2ccccc2N/C1=N\S(=O)(=O)c1cccc(C(C)=O)c1 | 14 | / | -4 | -9 | 16 | 2 | 9 | 0 | -8 | -6 | 4
Cc1cc(OCC(=O)N2CCN(c3ccccc3)CC2)c2c(C)cc(=O)oc2c1 | 0 | -3 | -5 | -13 | -16 | 12 | -11 | -13 | -2 | -2 | 7
O=C(COc1ccccc1/C=C1/NC(=O)NC1=O)Nc1ccccc1 | 2 | 4 | -15 | 3 | 2 | 7 | 7 | 10 | -5 | -3 | 23

Some of these compounds in order of SMILES length, lowest first:
SMILES | Peg3 promoter | NR2E3 ag-1 | Vif inh | Shn3 inh set2 | CF NFkB inh | TRPM1 prom inh | HIF-2a inh | KKLEB cytotox | PDI inh | CaV13 FRET inh | NR2E3 ag-2
Nc1nc(SCC(=O)Nc2cc(Cl)ccc2Cl)n[nH]1 | -6 | / | -2 | -4 | -12 | -8 | 10 | 6 | -5 | -6 | 15
CCOC(=O)n1c(=O)n(Cc2ccccc2Cl)c2ccccc21 | 6 | 0 | 25 | 7 | 2 | -3 | 3 | 10 | -3 | / | -19
O=C(COc1ccccc1/C=C1/NC(=O)NC1=O)Nc1ccccc1 | 2 | 4 | -15 | 3 | 2 | 7 | 7 | 10 | -5 | -3 | 23
Nc1cc2c(cc1Cl)-c1ccc([N+](=O)[O-])cc1C2=NO | 16 | / | 11 | -10 | -59 | 3 | -70 | 5 | -2 | -7 | 54
CC(=O)CCc1ccc(Oc2nc(-c3cccnc3)nc3ccccc23)cc1 | 66* | 1 | 8 | 10 | 35 | -1 | 9 | -18 | 4 | -8 | -6
C=CCn1c(SCC(=O)NC(=O)NCc2ccco2)nc2sc(CC)cc2c1=O | 2 | 2 | 7 | 6 | -10 | 10 | 14 | 0 | -2 | / | -8
Cc1cc(OCC(=O)N2CCN(c3ccccc3)CC2)c2c(C)cc(=O)oc2c1 | 0 | -3 | -5 | -13 | -16 | 12 | -11 | -13 | -2 | -2 | 7
CC(C)n1c(=NC(=O)c2ccco2)c(C#N)cc2c(=O)n3ccccc3cc21 | 12 | 1 | -21 | -7 | 23 | 7 | 18 | -19 | 7 | / | -2
CCCNC(=O)C1CN(S(=O)(=O)c2ccccc2)CCN1S(=O)(=O)c1ccccc1 (configuration not stated) | 8 | 3 | -26 | -14 | 5 | 9 | 4 | 4 | -13 | / | 0
CCOC(=O)C1=C(CC)Nc2ccccc2N/C1=N\S(=O)(=O)c1cccc(C(C)=O)c1 | 14 | / | -4 | -9 | 16 | 2 | 9 | 0 | -8 | -6 | 4
